FN deposition inh: fibronectin deposition inhibition. AID 743247. AH1F fibroblasts, Alexa488-fibronectin deposition fluorescence, overnight. hit rate 0.086% among 350,000. inhibition, % at 12.6 µM;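 active means mean inhibition across replicates of 30% or more, regardless of how many single replicates reach that level; inconclusive means mean under 30% yet at least half of replicates reach 30%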;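 further: positive control wells lacked labelled fibronectin entirely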
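test system = AH1F fibroblasts assembling fluorescent fibronectin matrix | quantity = 10000 AH1F cells per well | buffer or medium = DMEM plus 2% serum, read in PBS | doses = single dose, pinned | incubation = 1 h cell attachment, overnight exposure to compound and label | detection = fluorescence at 485 nm excitation, 525 nm emission | read-out basis = inhibition from reduced deposited-fibronectin fluorescence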
LGR2 inh: inhibitors of bursicon-induced Drosophila LGR2 receptor cAMP signaling. HEK293 LGR2, CRE-luciferase, bursicon-stimulated, 4 h. inhibition, % at 9.99 µM. hit rate 0.35% among 380,000;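 active means drop in luminescence signal, shown as inhibition above about 50% in the replicate tests, limit read from the data, passing the limit was not always enough; inconclusive means probably only some replicates passing the limit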;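 further: agonist challenge used bursicon conditioned medium at about half maximal strength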
esBAF inh: inhibitors of esBAF chromatin remodeling in mouse ES cells; AID 602393; reporter increase, % at 12.5 µM; Bmi1-luciferase knock-in reporter, 24 h; 100% = twice the neutral-well signal; hit rate 2% among 350,000; in the data active means activation above about 40%; inconclusive means no clear call, values can overlap the other calls;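 further: 0% = median of the plate's neutral control wells and 100% = double that signal; a rise in the Bmi1 reporter signal indicates esBAF inhibition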
S100A4 MyoIIA: blocks human S100A4 binding to myosin IIA peptide | S100A4/TAMRA-MyoIIA peptide fluorescence polarization | inhibition, % at 10.7 µM | hit rate 0.14% among 360,000 | AID 652163;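 active means mean inhibition of at least 70% across replicates, with every replicate also reaching that level; inconclusive means mean inhibition reaches 70% but some replicates fall short; inactive means mean inhibition below 70%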
Target sequence (P26447 whole entry, looked up): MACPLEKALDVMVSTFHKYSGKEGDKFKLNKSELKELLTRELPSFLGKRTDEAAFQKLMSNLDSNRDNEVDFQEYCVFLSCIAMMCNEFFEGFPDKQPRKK
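Test system – S100A4 monomer (human) · Compound – single-point compound testing · Schedule – 5 min incubation before reading · Probe or stimulus – TAMRA-labelled myosin IIA heavy-chain peptide probe, 5 nM · Benchmarks – neutral control DMSO, positive control TFP · Medium – Calcium-containing HEPES buffer, pH 7.2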
SIRT5 block: sirtuin-5 (human) deacylase inhibition; inhibition, % at 15 µM; Q9NXA8; Purified SirT5, succinyl-peptide AMC, trypsin-coupled fluorescence; hit rate 1.1% among 330,000; AID 652115; in the data active means inhibition above about 15%; inconclusive means no clear call, values can overlap the other calls
Target sequence (Q9NXA8 whole entry, looked up): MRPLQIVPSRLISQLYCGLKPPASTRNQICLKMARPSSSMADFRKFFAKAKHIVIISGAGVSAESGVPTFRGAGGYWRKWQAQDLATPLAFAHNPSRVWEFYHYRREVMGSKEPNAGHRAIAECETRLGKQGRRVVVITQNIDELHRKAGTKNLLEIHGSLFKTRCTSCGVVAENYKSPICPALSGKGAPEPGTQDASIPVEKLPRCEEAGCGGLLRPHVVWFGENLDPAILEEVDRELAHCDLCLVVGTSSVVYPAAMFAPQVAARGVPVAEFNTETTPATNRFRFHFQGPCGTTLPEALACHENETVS
Casp6 inh: inhibitors of human caspase-6; purified caspase-6, Z-VEID-R110 cleavage fluorescence; inhibition, % at 12.5 µM; hit rate 0.53% among 350,000; AID 686996;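 active means mean inhibition across replicates at least about 35%, with every replicate also reaching that limit, limit read from the data; inconclusive means only one of the two criteria met; inactive means neither criterion met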;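 further: 0% = median of neutral control wells and 100% = no fluorescence left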
Target sequence (P55212 24-179 limits assumed): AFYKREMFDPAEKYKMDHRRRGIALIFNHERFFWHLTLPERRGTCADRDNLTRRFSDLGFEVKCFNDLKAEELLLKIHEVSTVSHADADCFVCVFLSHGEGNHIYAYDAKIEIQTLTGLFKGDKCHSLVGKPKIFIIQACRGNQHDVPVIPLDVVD
Target sequence (P55212 194-293 limits assumed): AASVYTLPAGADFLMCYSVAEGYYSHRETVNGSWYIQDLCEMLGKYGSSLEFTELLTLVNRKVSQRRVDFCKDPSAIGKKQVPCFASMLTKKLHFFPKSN
C2C12 statin: suppressors of simvastatin-induced myotoxicity in C2C12 myotubes. AID 602340. rescue of ATP level, % at 7.49 µM. ATP luminescence, 48 h; scaled: DMSO 0, geranylgeraniol control 100. hit rate 0.78% among 330,000;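 active means mean ATP rescue above about 67%, or every replicate alone reaching that limit, limit read from the data, passing the limit was not always enough; inconclusive means no clear call, values can overlap the other calls; inactive means mean under the limit and some replicate under it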;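 further: myotubes were challenged with 10 µM simvastatin during compound exposure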
* marks the source's active call; other numbers are inactive results; ? = inconclusive; . = no result given. A portion of the library, so the mix of outcomes need not match the whole.

Second line of a record – FN deposition inh	LGR2 inh	esBAF inh	S100A4 MyoIIA	SIRT5 block	Casp6 inh	C2C12 statin
(1) COc1ccccc1Nc1nc(NCc2ccco2)c2ccccc2n1
    -2	.	.	-4	-1	6	.
(2) C[C@@H]1CN([C@@H](C)CO)C(=O)Cc2cc(NC(=O)CCCCCC(=O)Nc3ccccc3N)ccc2O[C@@H]1CN(C)CC1CC1
    .	19	.	-14	1	3	.
(3) CCCCCCCCN1C(=O)[C@@H](CC(=O)NCC2CCCCC2)C[C@@]2(C(=O)OC)C1=C[C@H](C1CCCC1)O[C@@H]2C
    1	-36	.	2	.	-4	.
(4) Cc1ccc(S(=O)(=O)N(C)C[C@@H]2Oc3c(NC(=O)c4nc5ccccc5s4)cccc3C(=O)N([C@H](C)CO)C[C@@H]2C)cc1
    .	36	3	19	-3	-2	-13
(5) Cc1ccc(S(=O)(=O)N2CCN(C(=O)Cn3nc(C(=O)O)c4ccccc4c3=O)CC2)cc1
    -1	16	.	-3	-2	2	.
(6) CCO[C@@H]1OC(C(=O)N2CCN(Cc3ccc4c(c3)OCO4)CC2)=C[C@H](c2ccc(C(F)(F)F)cc2)[C@H]1CCCO
    -10	20	.	-2	1	-2	.
(7) CCOc1ccc(S(=O)(=O)N2CC(=O)Nc3ccccc32)cc1C#N
    6	5	-9	-4	-1	.	?
(8) CCNC(=O)C[C@H]1CC[C@H](NC(=O)C2CC2)[C@@H](CO)O1
    -14	-1	-1	-4	1	0	-9
(9) CC(C)CNC(=O)C1Nc2ccc(C(F)(F)F)cc2C2C=CCC12 (configuration not stated)
    1	-18	17	.	.	.	9
(10) COc1ccccc1NC(=S)N(Cc1cccnc1)Cc1ccccc1Cl
    -12	-8	.	-4	-3	2	.
(11) Cc1ccc(C(=O)NC(=S)NCCN2CCOCC2)cc1
    -12	.	24	-2	-2	-4	5
(12) CCCCN1C(=O)c2ccc(C(=O)NCc3ccco3)cc2C1=O
    .	-1	-1	-1	0	-2	-2
(13) C[C@@H]1CN([C@@H](C)CO)C(=O)Cc2cc(NC(=O)Nc3ccc(C(F)(F)F)cc3)ccc2O[C@H]1CN(C)Cc1ccc2c(c1)OCO2
    -11	3	1	3	0	0	-33
(14) Nc1[nH]c(C(=O)c2ccccc2)c(-c2ccccc2C(F)(F)F)c1C(=O)c1cccs1
    -4	-6	.	-4	5	-7	.
(15) Cc1ccc(C)c(NC(=O)CN(C)C(=O)c2ccc3c(=O)n4c(nc3c2)CCC4)c1
    .	10	-2	4	-1	-1	7
(16) CCOC(=O)C1(C)CCN1C(=O)c1cc(OC)c(OC)c(OC)c1 (configuration not stated)
    -8	-13	-3	0	2	-1	-2
(17) C[C@@H]1COc2cccc(N3CCCCC3)c2S(=O)(=O)N1
    -5	-3	.	-4	-2	-1	.
(18) CCC/C=N/NC(=O)c1ccccc1O
    0	1	.	9	.	2	.
(19) O=C(Nc1ccc(Cl)cn1)c1ccc2c(Cl)c3c(nc2c1)CCC3
    7	-18	8	-2	0	-1	-37
(20) CO[C@@H]1CN(C)C(=O)c2ccc(NC(=O)c3ccc(F)cc3)cc2OC[C@H](C)N(C(=O)CC2CC2)C[C@H]1C
    1	-12	16	117*	1	.	1
(21) CCO[C@@H]1OC(C(=O)N2CCOCC2)=C[C@H](c2ccccc2)[C@H]1CCCO
    4	-9	-8	-11	-7	-2	-9
(22) COC(=O)c1ccc2c(=O)sc(N3CCC(C(N)=O)CC3)nc2c1
    4	.	0	.	.	.	14
(23) CCCC(=O)OC/C(O)=C(\C#N)c1nc2ccccc2[nH]1
    -6	16	-7	-2	0	.	-7
(24) O=c1[nH]n(-c2ccccc2Cl)c(=O)c2ccccc12
    11	22	-4	13	-2	2	8
(25) COc1ccc(C(=O)Nc2ccc(S(=O)(=O)Nc3nccnc3OC)cc2)cc1
    10	.	-6	.	.	.	3
(26) OC(CNc1nc(C(F)(F)F)nc2ccccc12)c1ccccc1 (configuration not stated)
    2	2	1	-1	-1	0	-20
(27) O=C(CC(c1ccccc1)C1CCCCC1=O)c1ccccc1 (configuration not stated)
    -7	19	4	-2	0	0	-4
(28) CS(=O)(=O)Nc1ccccc1C(=O)Nc1ccccc1Cl
    .	17	1	.	.	.	6
(29) Cc1ccc(S(=O)(=O)Nc2ccc3c(c2)C(=O)N([C@H](C)CO)C[C@@H](C)[C@@H](CN(C)C(=O)C2CCCCC2)OCCCC[C@H](C)O3)cc1
    -1	-1	1	-2	2	8	.
(30) C[C@H](O)C#Cc1ccc([C@@H]2[C@@H](CO)N3CCCCN(S(=O)(=O)Cc4ccccc4)C[C@H]23)cc1
    .	-7	2	-3	5	1	19

Profiles, looked up by structure.
Profile of C[C@@H]1COc2cccc(N3CCCCC3)c2S(=O)(=O)N1 : FN deposition inh: -5; LGR2 inh: -3; esBAF inh: .; S100A4 MyoIIA: -4; SIRT5 block: -2; Casp6 inh: -1; C2C12 statin: .
Profile of CCO[C@@H]1OC(C(=O)N2CCOCC2)=C[C@H](c2ccccc2)[C@H]1CCCO : FN deposition inh: 4; LGR2 inh: -9; esBAF inh: -8; S100A4 MyoIIA: -11; SIRT5 block: -7; Casp6 inh: -2; C2C12 statin: -9

Other records follow:
Second line of a record – FN deposition inh	LGR2 inh	esBAF inh	S100A4 MyoIIA	SIRT5 block	Casp6 inh	C2C12 statin
(31) O=C1c2ccccc2NC(c2cccs2)N1O (configuration not stated)
    -4	-10	7	4	-5	-3	-4
(32) COCC(=O)Nc1ccc2c(c1)[C@@H]1C[C@@H](CC(=O)N3CCN(C)CC3)O[C@H](CO)[C@@H]1O2
    -4	7	-1	.	.	.	-2
(33) O=C(CC1CC1)Nc1ccc2c(c1)[C@@H]1C[C@@H](CC(=O)N3CCOCC3)O[C@H](CO)[C@@H]1O2
    8	-3	5	.	.	.	1
(34) COCC(=O)NC1CC2CCCC(C1)N2Cc1ccccc1 (configuration not stated)
    9	.	0	.	.	.	-7
(35) N#Cc1ccc(N)cc1OCCCN1CCCCC1
    3	-24	.	-3	.	-9	-15
(36) O=C(Nc1ccc(F)cc1)c1ccc(COc2ccccc2)cc1
    0	4	5	-1	0	1	7
(37) Cc1ccc2nccc(C(=O)N3CCCC(N4CCN(c5ccc(F)cc5)CC4)C3)c2c1 (configuration not stated)
    .	0	1	-11	-4	-3	5
(38) O=C(NCc1ccccn1)c1ccc(OC2CCN(Cc3ccc(CO)o3)CC2)cc1
    2	4	-2	-2	-6	-2	-9
(39) O=C(COC(=O)C1CCC(=O)N1)Nc1ccc(Oc2ccccc2)cc1 (configuration not stated)
    -5	2	13	4	.	1	3
(40) O=C(OCC(=O)N1CCc2ccccc21)c1nc(Cl)ccc1Cl
    -3	.	.	-5	-6	-1	.
(41) CS(=O)(=O)N(CC(=O)Nc1ccccc1C(=O)N1CCCC1)c1ccc2c(c1)OCO2
    3	-20	.	4	-2	0	.
(42) Nc1ncn([C@@H]2O[C@H](CO)[C@@H](O)[C@H]2O)c(=O)n1
    0	?	67*	-3	-1	0	-7
(43) CNC(=O)CC1C(=O)N(Cc2ccccc2)C(=S)N1NC(=O)c1cccc(F)c1 (configuration not stated)
    -2	6	.	-5	0	-1	.
(44) CCOC(=O)c1cccc(N2CC3CNC(=O)C2(C(=O)OC)N3C)c1 (configuration not stated)
    -3	-11	-3	0	.	0	13
(45) Cc1nnc(Nc2ccc(Cl)cc2)s1
    -3	.	2	-3	-5	-6	7
(46) CCS(=O)(=O)Nc1ccc2c(c1)C(=O)N(C)[C@H]1CC[C@@H](CC(=O)NC3CCCCC3)O[C@H]1CO2
    -2	0	4	9	2	-2	-2
(47) O=C(Cn1c(=S)[nH]c2ccccc2c1=O)N1CCN(c2ccccc2)CC1
    .	31	-5	4	-2	-1	16
(48) Cc1cc(C(=O)N/N=C2\CCCC(=O)C2)c(C)o1
    3	-2	.	0	-10	5	13
(49) COc1cc(C(=O)OCC(=O)NCCC2=CCCCC2)ccc1OCC(C)C
    -5	10	1	-2	9	0	-9
(50) O=C(Nc1ccc(C(=O)N2CCOCC2)cc1)c1ccc([N+](=O)[O-])cc1
    0	12	1	-1	-5	2	2
(51) Cc1cc(C)c(OCCOCCN(C)C)c(Br)c1
    2	12	.	-3	-3	-2	.
(52) Cc1ccccc1OCCN1C(=O)NC2(CCc3ccccc32)C1=O (configuration not stated)
    10	.	-3	.	.	.	27
(53) CSc1nnc(NC(=O)c2ccc(S(=O)(=O)N(C)C)cc2)s1
    -7	-4	.	0	-3	2	.
(54) CCCCNC(=O)C(=O)N/N=C/c1ccc(OCc2ccccc2)cc1
    8	-13	.	1	0	1	.
(55) COc1ccc(NC(=O)NCc2cccnc2)c(OC)c1
    .	-2	-5	6	-4	3	3
(56) Cc1cc(NC(=O)CSc2nnc(NC(=O)C3CC(=O)N(c4ccccc4C)C3)s2)no1 (configuration not stated)
    -13	-5	5	6	-2	-4	1
(57) CSCCC(NS(=O)(=O)c1ccccc1F)C(=O)NCC(c1ccc(F)cc1)N1CCOCC1 (configuration not stated)
    -3	-26	-3	-9	-4	-2	5
(58) COc1ccc(N(CC(=O)NCCSCc2c(F)cccc2Cl)S(C)(=O)=O)cc1OC
    .	-11	.	-3	-1	1	.
(59) CC(Sc1nnc(Nc2ccccc2)s1)C(=O)Nc1nc(-c2ccccc2)cs1 (configuration not stated)
    2	-9	16	-11	0	-1	5
(60) CC(C(=O)c1ccc(-c2ccccc2)cc1)[n+]1cccc(Br)c1 (configuration not stated)
    -9	0	14	-4	-2	-58	4
(61) CCCCCc1ccc(C(=O)CCCC)c(=S)[nH]1
    10	1	3	1	0	0	-11
(62) CCOc1ccc2c(c1)C(c1ccccc1)=NNC(c1ccccc1)=N2
    -2	.	22	.	.	.	5
(63) Cc1ccc(-c2ccc([C@H]3[C@H]4CN(C(=O)CN5CCOCC5)CC(=O)N4[C@H]3CO)cc2)cc1
    .	-18	.	0	-2	4	.
(64) C[C@@H]1CN([C@H](C)CO)C(=O)c2cc(NS(=O)(=O)c3ccccc3)ccc2O[C@@H](C)CCCCO[C@@H]1CN(C)C(=O)Cc1ccccc1
    -14	-10	-3	-1	3	2	.
(65) O=C(CC1CC1)N1CC(=O)N2[C@@H](CO)[C@H](c3ccc(/C=C/c4ccccc4)cc3)[C@@H]2C1
    4	12	.	-13	0	-1	.
(66) COc1ccccc1CCNC(=O)C(=O)NCC1OCCN1C(=O)c1ccc(Cl)cc1 (configuration not stated)
    .	18	5	14	-3	-1	-1

Molecules above that have an aryl methoxy group, in the order listed:
Second line of a record – FN deposition inh	LGR2 inh	esBAF inh	S100A4 MyoIIA	SIRT5 block	Casp6 inh	C2C12 statin
(1) COc1ccccc1Nc1nc(NCc2ccco2)c2ccccc2n1
    -2	.	.	-4	-1	6	.
(10) COc1ccccc1NC(=S)N(Cc1cccnc1)Cc1ccccc1Cl
    -12	-8	.	-4	-3	2	.
(16) CCOC(=O)C1(C)CCN1C(=O)c1cc(OC)c(OC)c(OC)c1 (configuration not stated)
    -8	-13	-3	0	2	-1	-2
(25) COc1ccc(C(=O)Nc2ccc(S(=O)(=O)Nc3nccnc3OC)cc2)cc1
    10	.	-6	.	.	.	3
(49) COc1cc(C(=O)OCC(=O)NCCC2=CCCCC2)ccc1OCC(C)C
    -5	10	1	-2	9	0	-9
(55) COc1ccc(NC(=O)NCc2cccnc2)c(OC)c1
    .	-2	-5	6	-4	3	3
(58) COc1ccc(N(CC(=O)NCCSCc2c(F)cccc2Cl)S(C)(=O)=O)cc1OC
    .	-11	.	-3	-1	1	.
(66) COc1ccccc1CCNC(=O)C(=O)NCC1OCCN1C(=O)c1ccc(Cl)cc1 (configuration not stated)
    .	18	5	14	-3	-1	-1

Screening results as filed in PubChem BioAssay.
